ASAP1 inh = inhibitors of human ASAP1 ArfGAP activity, primary screen, biochemical, fluorescence polarization | AID 624377, 2012 | inhibition, % at 16.5 µM | hit rate 0.19% among 360,000 | ASAP1-stimulated ARF1 GTP hydrolysis, GDP FP detection | Arf-GAP with SH3 domain, ANK repeat and PH domain-containing protein 1 (Homo sapiens), …; in the data active = inhibition above about 25%;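 also: 0% = vehicle with enzyme and substrate and 100% = no enzyme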
rCAG binder = binders of r(CAG) RNA repeats, primary screen, biochemical, fluorescence | r(CAG) RNA repeat, TO-PRO-1 dye displacement fluorescence | hit rate 1.3% among 370,000 | inhibition, % at 3 µM;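 active = inhibition above the plate cutoff, the mean of all test compounds on that plate plus 3 SD, cut at about 35% in these data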;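 also: 0% = DMSO alone and 100% = 100 µM mitoxantrone as full dye displacement; higher means more dye released from RNA so lower well fluorescence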
PG9 binder = binders of HIV-1 gp120 antibody PG9, primary screen, biochemical, TR-FRET. HIV-1 gp120 / PG9 antibody interaction. TR-FRET gp120-PG9 antibody binding. inhibition, % at 6.7 µM. hit rate 0.43% among 360,000. AID 624416, 2012; in the data active = inhibition above about 8.5%
NR1D1 modulator = modulators of Rev-erb alpha DNA binding, primary screen, biochemical, FITC-DNA, fluorescence polarization, uHTS; activity, % at 10 µM; Nuclear receptor subfamily 1 group D member 1 (Homo sapiens), P20393; AID 1259318, 2017; Rev-erbα–FITC-DNA binding, 90 min; hit rate 0.79% among 370,000;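 active = activity above about 14%, limit read from the data; passing the limit was not always enough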;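 also: 0% = DMSO wells with 35 nM protein and 100% = DMSO wells with 750 nM protein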
SMARCA2 activ = SMARCA2 (BRM) function activators, primary screen, cell-based, luminescence, high throughput | MG213 cells, MMTV-luciferase reporter, dexamethasone, overnight | activation, % at 9.1 µM | hit rate 1% among 370,000 | AID 652017, 2013; in the data active = activation above about 7.8%;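 also: 0% = vehicle wells and 100% = reference activator wells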
GC-B act = human GC-B receptor activators, primary screen, HEK293 GC-B cells, cGMP TR-FRET, EC30 CNP; hit rate 0.11% among 370,000; AID 1920062, 2024; 0% at EC30 CNP, 100% saturating CNP; activation, % at 10 µM; Atrial natriuretic peptide receptor 2 (Homo sapiens), P20594;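 active = activation at 10 µM reaching about 35% in either raw or pattern-adjusted values, limit read from the data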
GC-A act = GC-A stimulated cGMP production enhancers – HEK293 GC-A cells, cGMP TR-FRET, EC30 ANP, primary screen; 0% at EC30 ANP, 100% saturating ANP; activation, % at 10 µM; hit rate 0.14% among 370,000; AID 1671463, 2021; in the data active = activation above about 40%
ARFGAP1 inh = inhibitors of rat ARFGAP1 GAP activity, primary screen, biochemical, fluorescence polarization, GDP tracer. ADP-ribosylation factor GTPase-activating protein 1 (Rattus norvegicus), Q62848. Arfgap1-stimulated ARF1 GTP hydrolysis, GDP FP detection. inhibition, % at 16.5 µM. hit rate 0.26% among 360,000;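 active = inhibition above a per-plate limit, mean inhibition of low control wells plus 3 SD, cut at about 25% in these data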;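 also: 0% = DMSO wells with enzyme and 100% = wells lacking Arfgap1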
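Replicates: Single well per compound | Assay system: Truncated rat Arfgap1 GAP domain | Control set: No-Arfgap1 wells (100%) versus DMSO full-reaction wells (0%) | Times: Enzyme reaction 120 min at 25 °C after 20 min preincubation | Reagent: Human ARF1(Δ1-17)-GTP substrate | Measured by: Tracer-displacement fluorescence polarization with EDTA stop, 620/688 nm | Measure: Percent inhibition of Arfgap1-stimulated GTP hydrolysis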
HTRA1 inhibitor = HTRA1 serine protease inhibitors, primary screen, biochemical, fluorescence polarization, HTS; Q92743; recombinant HTRA1, FP-rhodamine activity-based probe; inhibition, % at 5.96 µM; hit rate 0.5% among 340,000; AID 504803, 2011; in the data active = inhibition above about 36%;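 also: 0% = enzyme with DMSO and 100% = wells lacking enzyme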
Target sequence (Q92743 whole entry, looked up): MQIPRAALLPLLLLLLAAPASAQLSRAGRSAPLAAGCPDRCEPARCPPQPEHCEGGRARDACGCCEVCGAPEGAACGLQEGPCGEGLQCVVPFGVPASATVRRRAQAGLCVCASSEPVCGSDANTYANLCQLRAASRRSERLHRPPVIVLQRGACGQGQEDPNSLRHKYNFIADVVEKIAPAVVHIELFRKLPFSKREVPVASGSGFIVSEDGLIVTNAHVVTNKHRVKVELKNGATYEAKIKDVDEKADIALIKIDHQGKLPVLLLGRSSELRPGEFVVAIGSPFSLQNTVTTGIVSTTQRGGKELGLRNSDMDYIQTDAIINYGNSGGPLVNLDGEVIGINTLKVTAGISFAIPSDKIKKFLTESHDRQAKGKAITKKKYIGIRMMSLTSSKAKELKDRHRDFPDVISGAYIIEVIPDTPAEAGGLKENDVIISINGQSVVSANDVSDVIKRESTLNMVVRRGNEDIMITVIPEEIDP
ABHD4 inh = ABHD4 inhibitors, primary screen, biochemical, fluorescence polarization, mouse; inhibition, % at 8.92 µM; purified mABHD4, FP-Rh probe fluorescence polarization; AID 720543, 2013; hit rate 0.54% among 370,000; (Lyso)-N-acylphosphatidylethanolamine lipase (Mus musculus), Q8VD66;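 active = inhibition exceeding the mean over every tested compound plus 3 SD, cut at about 30% in these data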;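 also: 0% = plate median of compound wells and 100% = S159A mutant with DMSO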
Target sequence (Q8VD66 whole entry, looked up): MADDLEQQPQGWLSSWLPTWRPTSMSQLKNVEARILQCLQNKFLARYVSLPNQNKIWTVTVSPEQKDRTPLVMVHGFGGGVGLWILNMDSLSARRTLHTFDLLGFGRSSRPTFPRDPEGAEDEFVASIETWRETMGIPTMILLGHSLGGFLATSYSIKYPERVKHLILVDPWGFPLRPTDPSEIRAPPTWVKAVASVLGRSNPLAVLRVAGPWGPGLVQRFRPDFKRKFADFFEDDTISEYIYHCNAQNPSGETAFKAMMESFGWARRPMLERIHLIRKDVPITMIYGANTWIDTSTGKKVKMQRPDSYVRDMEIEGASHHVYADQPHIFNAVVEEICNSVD
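Assay system: Wild-type mouse ABHD4 protein | Medium: HEPES pH 7.0 buffer, 150 mM NaCl, 0.01% Pluronic F-127 | Incubation: Enzyme–compound pre-incubation 45 min, then probe 60 min, both 25 °C | Technique: Fluorescence polarization with parallel and perpendicular emission, 525/598 nm | Evaluation: % inhibition of FP-Rh probe binding versus controls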
* hit, by the source's call; · = not tested or not shown.

1. COC(=O)C1=C(C)Nc2c(c(=O)n(C)c(=O)n2C)C1c1cccc(O)c1 (configuration not stated)
2. COc1ccccc1N1CCN(C(=O)c2cn(Cc3ccccc3)nc2-c2cccnc2)CC1
3. COc1ccnc(Oc2ccc(F)cc2)c1-c1ncn[nH]1
4. Cc1c(O)ccc(-c2n[nH]c(C(=O)O)c2-c2nc3ccccc3s2)c1O
5. COc1ccc(N(C(=O)COc2ccccc2OC)S(=O)(=O)c2ccc(C)cc2)cc1
6. Clc1ccc(-c2ccnc(Oc3ccc4ccccc4c3)n2)cc1
7. CC1CN(C(=O)COC(=O)Cc2c(Cl)cccc2Cl)CC(C)O1 (configuration not stated)
8. C=C(C)CN(CC)C(=O)CC1C(=O)NCCN1C (configuration not stated)
entry no. | 1 | 2 | 3 | 4 | 5 | 6 | 7 | 8
ABHD4 inh | 0 | 17 | -4 | 17 | 4 | 4 | -3 | 2
GC-A act | 3 | -1 | 1 | 1 | -4 | 0 | 3 | 0
ASAP1 inh | -13 | 2 | 12 | 4 | 15 | -1 | -15 | -8
HTRA1 inhibitor | -1 | 3 | -4 | 6 | -11 | 0 | 2 | -2
NR1D1 modulator | 5 | -1 | 5 | 1 | 2 | 4 | -3 | 0
PG9 binder | -0.4 | -1.8 | 0.8 | -0.4 | -4.4 | -2.0 | 1.0 | -1.9
rCAG binder | 1 | 3 | -1 | 7 | -1 | 2 | 0 | -1
GC-B act | 1 | 4 | 6 | 0 | -4 | 4 | 3 | 1
SMARCA2 activ | -2 | 0 | -6 | 2 | 1 | 0 | 0 | 0
ARFGAP1 inh | -1 | -10 | -4 | 0 | 8 | 2 | -1 | -21

9. COCCSc1nnc(NC(=O)COC)s1
10. CC(=O)Nc1ccc(NC(=O)c2ccccc2CCc2ccccc2)cc1
11. COc1ccccc1NC(=O)CCC(=O)OCc1ccc(Br)cc1
12. O=C(NC1CCCC1)C1CSCCS(=O)(=O)N1Cc1ccccc1 (configuration not stated)
13. CCNS(=O)(=O)c1ccc(NC(=O)c2ccccc2)cc1
14. COc1ccc(C2/C=C\CN(CC(C)C)CC(=O)N2Cc2cccc(F)c2)cc1 (configuration not stated)
15. C[C@@H](C(=O)Nc1ccc(SC(F)F)cc1)N1C(=O)C2CCCCC2C1=O (some centres not stated)
16. FC(F)(F)c1ccc(Cl)c(NC(=S)N/N=C/c2ccccc2C(F)(F)F)c1
entry no. | 9 | 10 | 11 | 12 | 13 | 14 | 15 | 16
ABHD4 inh | 6 | 2 | -11 | 2 | -8 | 4 | -12 | 5
GC-A act | -3 | 2 | -4 | 2 | 0 | -5 | 4 | -3
ASAP1 inh | 7 | 3 | 2 | · | -5 | 3 | 17 | -6
HTRA1 inhibitor | 3 | 0 | 2 | · | 0 | -14 | -2 | -4
NR1D1 modulator | 3 | 0 | -1 | 8 | 2 | -5 | 2 | 1
PG9 binder | -1.8 | -1.8 | 2.3 | · | -1.6 | 1.6 | -1.2 | 0.3
rCAG binder | 1 | -1 | -1 | 4 | 4 | 6 | 1 | 9
GC-B act | 4 | 8 | 1 | -1 | -1 | -6 | 1 | 2
SMARCA2 activ | -1 | 0 | 2 | 0 | -2 | -2 | 2 | 0
ARFGAP1 inh | 4 | -2 | -15 | · | -11 | 12 | 6 | 3

17. COc1ccc(CCN2CC(C(=O)N(C)Cc3ccccc3OC)CCC2=O)cc1 (configuration not stated)
18. CCOc1cc(C(=O)O)ccc1OCCOc1ccccc1
19. Cc1ccc2[nH]c3c(c2c1)CNCC3
20. O=C(NCCc1ccccc1)OCc1cn(Cc2ccc(C(F)(F)F)cc2)nn1
21. Nc1c(C(=O)NC23CC4CC(CC(C4)C2)C3)sc2nc3c(c(C(F)(F)F)c12)CCC3
22. COc1ccc(S(=O)(=O)N2CCCCC2)cc1NC(=O)CCNC(=O)c1ccco1
23. CCN1CCN(C(=O)N(CC(=O)Nc2ccc(C(N)=O)cc2)S(=O)(=O)c2ccc(C)cc2)CC1
24. Cc1ccc(C[n+]2cccc(-c3ccccc3)c2)c(C)c1
25. CCOc1ccc(C(=O)OCC(=O)Nc2cc(C)on2)cc1OCC
26. CC(CN(C)Cc1nc(Cc2cccc(C(F)(F)F)c2)no1)CN1CCCC1 (configuration not stated)
entry no. | 17 | 18 | 19 | 20 | 21 | 22 | 23 | 24 | 25 | 26
ABHD4 inh | 4 | -8 | -1 | 5 | -4 | -1 | -2 | 6 | -1 | 1
GC-A act | -2 | 2 | -1 | 1 | 0 | 2 | 5 | 1 | -2 | 0
ASAP1 inh | 9 | -7 | 1 | · | -2 | 9 | -3 | -11 | 10 | 0
HTRA1 inhibitor | 5 | -1 | 11 | · | 1 | 1 | 1 | -1 | -4 | 0
NR1D1 modulator | 5 | -2 | 2 | -5 | 14 | -1 | -8 | 3 | 58* | -4
PG9 binder | -0.5 | 2.5 | -1.0 | · | -1.1 | -3.1 | 1.4 | -0.2 | 22* | 0.2
rCAG binder | -6 | 6 | 2 | -2 | 4 | -1 | -3 | 5 | -2 | -6
GC-B act | 1 | 7 | 0 | 4 | -2 | -2 | 4 | 11 | 2 | -1
SMARCA2 activ | 8.6* | -1 | -1 | -2 | -1 | -3 | 0 | -7 | -2 | -2
ARFGAP1 inh | 9 | -4 | -4 | · | 17 | 18 | -5 | -3 | 3 | 10

12 of these compounds in a different format:
Fields: ABHD4 inh, GC-A act, ASAP1 inh, HTRA1 inhibitor, NR1D1 modulator, PG9 binder, rCAG binder, GC-B act, SMARCA2 activ, ARFGAP1 inh
12	O=C(NC1CCCC1)C1CSCCS(=O)(=O)N1Cc1ccccc1 (configuration not stated)
→ 2, 2, ·, ·, 8, ·, 4, -1, 0, ·
13	CCNS(=O)(=O)c1ccc(NC(=O)c2ccccc2)cc1
→ -8, 0, -5, 0, 2, -1.6, 4, -1, -2, -11
14	COc1ccc(C2/C=C\CN(CC(C)C)CC(=O)N2Cc2cccc(F)c2)cc1 (configuration not stated)
→ 4, -5, 3, -14, -5, 1.6, 6, -6, -2, 12
15	C[C@@H](C(=O)Nc1ccc(SC(F)F)cc1)N1C(=O)C2CCCCC2C1=O (some centres not stated)
→ -12, 4, 17, -2, 2, -1.2, 1, 1, 2, 6
16	FC(F)(F)c1ccc(Cl)c(NC(=S)N/N=C/c2ccccc2C(F)(F)F)c1
→ 5, -3, -6, -4, 1, 0.3, 9, 2, 0, 3
17	COc1ccc(CCN2CC(C(=O)N(C)Cc3ccccc3OC)CCC2=O)cc1 (configuration not stated)
→ 4, -2, 9, 5, 5, -0.5, -6, 1, 8.6*, 9
18	CCOc1cc(C(=O)O)ccc1OCCOc1ccccc1
→ -8, 2, -7, -1, -2, 2.5, 6, 7, -1, -4
19	Cc1ccc2[nH]c3c(c2c1)CNCC3
→ -1, -1, 1, 11, 2, -1.0, 2, 0, -1, -4
20	O=C(NCCc1ccccc1)OCc1cn(Cc2ccc(C(F)(F)F)cc2)nn1
→ 5, 1, ·, ·, -5, ·, -2, 4, -2, ·
21	Nc1c(C(=O)NC23CC4CC(CC(C4)C2)C3)sc2nc3c(c(C(F)(F)F)c12)CCC3
→ -4, 0, -2, 1, 14, -1.1, 4, -2, -1, 17
22	COc1ccc(S(=O)(=O)N2CCCCC2)cc1NC(=O)CCNC(=O)c1ccco1
→ -1, 2, 9, 1, -1, -3.1, -1, -2, -3, 18
23	CCN1CCN(C(=O)N(CC(=O)Nc2ccc(C(N)=O)cc2)S(=O)(=O)c2ccc(C)cc2)CC1
→ -2, 5, -3, 1, -8, 1.4, -3, 4, 0, -5

Assay outcomes deposited in PubChem BioAssay by several laboratories.
